GLD-1 TGE inh: GLD-1/TGE RNA complex disruptors, primary screen, biochemical, fluorescence polarization; Female germline-specific tumor suppressor gld-1 (Caenorhabditis elegans), Q17339; hit rate 0.44% among 320,000; inhibition, % at 5.96 µM; purified GLD-1 + fluorescein TGE RNA;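 active = percent inhibition above a per-plate cutoff, the plate mean of test compounds plus 3 SD, cut at about 30% in these data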;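 note: 0% = DMSO wells with GLD-1 and probe and 100% = wells lacking GLD-1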
Target sequence (Q17339 whole entry, looked up): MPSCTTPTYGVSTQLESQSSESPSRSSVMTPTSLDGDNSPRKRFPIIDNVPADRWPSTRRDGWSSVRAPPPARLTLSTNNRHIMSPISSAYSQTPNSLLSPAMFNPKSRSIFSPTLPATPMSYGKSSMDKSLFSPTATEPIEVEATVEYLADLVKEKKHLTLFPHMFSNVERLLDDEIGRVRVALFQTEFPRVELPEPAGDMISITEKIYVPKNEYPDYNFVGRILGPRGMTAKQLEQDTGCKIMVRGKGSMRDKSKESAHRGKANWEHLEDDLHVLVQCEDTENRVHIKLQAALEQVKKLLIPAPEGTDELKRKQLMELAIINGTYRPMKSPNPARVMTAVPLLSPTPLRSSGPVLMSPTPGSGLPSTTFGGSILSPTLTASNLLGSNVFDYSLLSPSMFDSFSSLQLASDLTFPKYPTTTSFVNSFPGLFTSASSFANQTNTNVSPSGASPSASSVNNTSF
EBNA-1 inh: EBNA-1 DNA-binding inhibitors, primary screen, biochemical, fluorescence polarization; AID 1950, 2009; hit rate 0.34% among 300,000; inhibition, % at 14.8 µM; in the data active = inhibition above about 28%
ZTA counter: blocks Epstein-Barr virus ZTA, an EBNA-1 counter-screen; P03206; ZTA-DNA binding, fluorescence polarization; inhibition, % at 11 µM; hit rate 0.15% among 320,000; AID 2234; in the data active = inhibition above about 33%
Target sequence (P03206 whole entry, looked up): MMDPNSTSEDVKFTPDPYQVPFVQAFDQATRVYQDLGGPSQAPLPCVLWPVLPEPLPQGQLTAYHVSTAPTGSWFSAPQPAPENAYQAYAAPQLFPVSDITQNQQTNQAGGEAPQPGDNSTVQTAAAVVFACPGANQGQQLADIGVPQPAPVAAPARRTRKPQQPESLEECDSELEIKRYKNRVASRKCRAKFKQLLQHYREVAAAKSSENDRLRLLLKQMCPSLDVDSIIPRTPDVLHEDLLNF
BCLXL inh: inhibitors of human Bcl-xL, primary screen, biochemical, fluorescence polarization, HTS; Bcl-2-like protein 1 (Homo sapiens), Q07817; GST-Bcl-xL / FITC-Bim BH3 peptide fluorescence polarization; inhibition, % at 10.9 µM; hit rate 0.7% among 320,000; AID 2129, 2009;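 active = inhibition above the mean of all tested compounds plus 3 SD, cutoff set per campaign, cut at about 30% in these data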;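 note: 0% = DMSO wells and 100% = unlabeled Bim-BH3 peptide competitor; inhibitors lower millipolarization by displacing the labeled peptide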
Target sequence (Q07817 whole entry, looked up): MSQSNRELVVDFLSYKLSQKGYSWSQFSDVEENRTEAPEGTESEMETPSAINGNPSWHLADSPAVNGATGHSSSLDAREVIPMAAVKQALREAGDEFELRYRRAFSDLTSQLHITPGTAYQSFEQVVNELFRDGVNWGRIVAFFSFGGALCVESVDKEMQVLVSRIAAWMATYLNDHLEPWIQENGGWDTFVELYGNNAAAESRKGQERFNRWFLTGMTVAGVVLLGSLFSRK
Fam108B counter: mouse Fam108B serine hydrolase inhibitors, primary screen, counter-screen for RBBP9 inhibitor project, biochemical, fluorescence polarization; recombinant Fam108B, FP-Rh probe fluorescence polarization; inhibition, % at 9.51 µM; hit rate 0.33% among 300,000; AID 1947, 2009;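 active = inhibition above the screen mean inhibition plus 3 SD, computed separately per campaign, cut at about 18% in these data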;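 note: inhibitors lower polarization as less probe binds the enzyme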
Yeast superoxide: reduction of superoxide in aged yeast, primary screen, HTS. S. cerevisiae aged cells, superoxide DHE fluorescence; stronger effect = lower value. superoxide response (% of plate mean), % at 10 µM. AID 2690, 2010. hit rate 0.18% among 330,000;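 active = superoxide response under a set limit, about three screen SD below normal, cut at about 65% in these data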;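 note: yeast aged for seven days with compound at 30 °C before DHE staining; 100% = average MFI of all compound-treated wells on the plate with controls excluded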
MCL1-BIM inh: inhibitors of MCL1 binding to BIM-BH3, primary screen, biochemical, fluorescence polarization | Induced myeloid leukemia cell differentiation protein Mcl-1 (Homo sapiens), Q07820 | GST-MCL1 / FITC-Bim-BH3 fluorescence polarization | inhibition, % at 10.9 µM | hit rate 0.68% among 320,000 | AID 2057, 2009;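 active = inhibition above the mean inhibition of all tested compounds plus 3 SD, set per campaign, cut at about 40% in these data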;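 note: 0% = DMSO wells and 100% = unlabeled Bim-BH3 peptide control; higher means more loss of mP so more displacement of Bim peptide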
Efflux pump inh: inhibitors of Candida efflux pumps in yeast, primary screen, S. cerevisiae, Nile Red, multiplex; S. cerevisiae Candida pump triplex; inhibition, % at 10 µM; hit rate 0.44% among 330,000; AID 485275, 2010;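 active = plate passing quality check with inhibition over a set limit, or well fluorescence over plate mean plus 4 SD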;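 note: Nile Red retained in pooled yeast measured as flow cytometry median fluorescence; 0% = buffer negative control and 100% = Enniatin B positive control; higher means more Nile Red kept so more efflux inhibition; some compounds called inactive have numbers as strong as hits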
MEX-5 binding: MEX-5 zinc finger RNA-binding disruptors – biochemical, C. elegans, fluorescence polarization, MLPCN library, primary screen. activity score (negative = inhibition of binding), % at 10 µM. MEX-5/FITC-TCR2 RNA binding; stronger effect = lower value. hit rate 0.38% among 300,000. Zinc finger protein mex-5 (Caenorhabditis elegans), Q9XUB2;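 active = inhibition past about -25% in most replicates, and total fluorescence under double the plate's negative control median, limit read from the data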;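 note: 0% = DMSO and -100% = 5 µM competing unlabeled TCR2 RNA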
Active calls of the source: *; · = not tested or not shown.

SMILES	GLD-1 TGE inh	EBNA-1 inh	ZTA counter	BCLXL inh	Fam108B counter	Yeast superoxide	MCL1-BIM inh	Efflux pump inh	MEX-5 binding
CCOC(=O)c1c(NC(=O)COC(=O)CNC(=O)c2ccco2)sc(C)c1C	-6.8	0.5	-4.8	-1.0	-1.6	78.7	-14.7	-0.1	-2.1
Fc1ccc(CNCCC(Cc2ccccc2)c2ccco2)cc1 (stereo not given)	2.6	-29.1	-25.5	10.5	-2.7	90.3	8.2	0.0	2.1
COc1ccc(NC(=O)CSc2nnc(-c3ccccn3)n2N)c(OC)c1	-4.0	0.6	-2.2	3.1	1.7	128.7	2.9	0.4	1.0
CCOC(=O)C1=C(CC)Nc2ccccc2N/C1=N\S(=O)(=O)c1ccc(C(=O)OCC)cc1	-1.3	9.7	2.5	6.8	-1.6	99.9	-1.9	-0.1	0.5
O=C1CN(C(=O)CSc2nc3ccccc3c(=O)n2Cc2ccc(F)cc2)c2ccccc2N1	3.5	-2.9	-14.4	3.9	-2.2	87.6	3.0	0.0	1.4
COCCCNC(=O)C1CCN(S(=O)(=O)N(CC(C)C)CC(C)C)CC1	-1.4	7.1	-9.7	5.2	0.4	99.8	0.9	-0.1	-2.7
COc1ccccc1CCNS(=O)(=O)CCNC(=O)c1ccc2c(c1)OCO2	-9.5	4.0	-13.3	-3.1	1.7	73.5	3.9	-0.1	1.3
CC1(C)Cc2[nH]c(=O)c(C#N)cc2CS1	8.8	1.4	-6.9	1.7	2.7	102.1	9.6	-0.1	-1.5
CC(C)C(=O)N/N=C/c1ccc(OCc2ccccc2)cc1	1.2	3.0	6.0	2.1	-0.9	101.9	5.8	0.0	2.0
CC(C)NC(=O)CSc1ccccc1C(=O)NNC(=O)Cn1ccc(C(F)(F)F)n1	-3.1	-10.1	3.1	1.8	-1.2	100.8	1.3	0.1	4.3
CNC(=O)c1[nH]cnc1C(=O)N[C@@H](Cc1ccccc1)C(=O)OCc1ccccc1	-1.9	2.8	-11.7	0.5	-3.6	111.3	1.8	0.1	0.9
CCOc1ccc(-c2nnc(SCC(=O)N3CCN(c4ccccc4)CC3)o2)cc1	-6.7	5.5	0.9	-1.5	-3.4	92.8	-3.0	-0.3	0.0
CCn1c(SCC(=O)N(C)Cc2ccc(OC)c(F)c2)nc2cc(S(N)(=O)=O)ccc21	9.9	7.4	-4.0	2.8	-2.1	87.1	9.6	-0.1	-1.4
CCC(=O)N1CCc2cc(S(=O)(=O)NC(C(=O)Nc3cccc(C)n3)C(C)C)ccc21 (stereo not given)	-2.8	4.0	-10.6	-2.7	-0.7	85.7	-2.7	0.0	-2.1
CCCC(=O)Nc1ccc(C(=O)N/N=C/c2cccnc2)cc1	3.3	6.7	7.1	-1.9	0.3	112.2	-8.2	-0.1	-0.9
Cc1ccc(C)c(S(=O)(=O)N2CCCCC2CCNC(=O)C(=O)NCc2ccccc2)c1 (stereo not given)	1.6	-6.8	-17.6	0.7	-4.7	93.8	1.6	-0.1	5.1
Cc1ccc(S(=O)(=O)N2CCC(=O)N(C(COCc3ccc(C(F)(F)F)cc3)Cc3ccccc3)CC2)cc1 (stereo not given)	6.5	3.2	-3.8	5.7	-2.3	107.8	7.4	0.1	1.8
COc1ccc(C(=O)C2CCN(C(=S)NCCc3ccccc3)CC2)cc1	10.1	-3.9	4.1	0.0	3.8	90.9	4.6	-0.1	1.7
O=C(CN1C(=O)c2ccccc2S1(=O)=O)N1CCN(c2ccccc2)CC1	5.8	0.3	-14.3	1.7	-0.4	99.8	1.5	0.0	1.8
COc1ccc(NC(=O)CC2C(=O)N(c3cccc(OC)c3)C(=O)N2CCC(C)C)cc1 (stereo not given)	2.1	-7.5	-15.8	-0.6	-0.6	114.8	-2.8	0.0	1.8
Cc1cccc2nc3c(nc12)-c1ccccc1C3=O	0.8	7.1	-9.1	6.5	-0.5	79.8	-5.0	0.0	-1.4
COc1cc(NC(=O)CC(C)n2ccnc2)cc(OC)c1 (stereo not given)	5.7	7.3	14.3	6.0	2.7	96.0	1.2	0.0	-1.8
O=C(c1ccccc1/S(=N/S(=O)(=O)c1ccccc1)N1CCOCC1)N1CCOCC1 (stereo not given)	2.0	-4.1	8.5	-1.2	-1.3	101.0	0.6	-0.1	-5.0
CCOc1cccc(NCc2cc3c(C(C)(C)C)nn(-c4ccccc4)c3[nH]c2=O)c1	9.6	4.7	0.1	-2.8	13.3	115.1	1.9	0.1	1.7
Cc1cc(C(=O)Cn2nnc3ccccc3c2=O)c(C)n1-c1c(C)n(C)n(-c2ccccc2)c1=O	-0.9	4.0	2.8	1.6	0.4	79.4	0.0	0.0	-0.2
Cc1cc2oc3ccc(NCCC4CCCN4C)cc3c(=O)c2cc1C (stereo not given)	4.5	8.7	-7.7	40.9*	2.6	97.5	41.8*	0.2	-10.1
Clc1ccc(Nc2ncn[nH]2)cc1	-0.3	-12.5	-10.0	5.4	-2.0	116.7	4.5	0.3	-1.1
COc1ccc(NC(=O)N2CCCC(CNS(=O)(=O)c3cccs3)C2)c(C)c1 (stereo not given)	5.1	7.3	1.8	2.5	6.5	85.5	7.2	-0.3	-0.7
COc1ccccc1NC(=O)CSc1nccc(-c2ccco2)n1	-0.3	·	1.1	2.0	·	116.3	4.5	0.4	·
COc1ccccc1COn1c(=O)c(-c2ccco2)[n+]([O-])c2ccccc21	5.2	-7.8	-7.3	2.3	1.7	88.0	1.7	0.7	-1.9
Cc1ccc(N=Cc2cc3c(cc2[N+](=O)[O-])OCO3)cc1[N+](=O)[O-]	0.1	-0.3	-1.1	7.1	7.6	95.9	17.5	0.1	-0.1
Cc1nnc(SCC(=O)Nc2nnc(SCc3cccc(Br)c3)s2)s1	9.2	0.9	-23.3	4.2	-2.5	90.4	-2.6	0.0	-1.9
CC(=O)c1cccc(NC(=O)c2cc(-c3ccncc3)nc3ccccc23)c1	1.9	·	-7.4	-3.0	·	120.5	-11.5	0.7	·
Cc1ccc(C)c(N(C)S(=O)(=O)c2ccc3c(c2)oc(=O)n3C)c1	7.7	4.8	-5.4	2.5	-4.3	102.1	-1.9	0.0	0.1
COCCNc1nnc(SCC(=O)c2ccc3c(c2)OCO3)s1	2.6	-3.6	-6.5	-2.3	1.6	101.8	-2.8	-0.1	1.5
CC(C)OCC(O)CN1CCC(Cc2ccccc2)CC1 (stereo not given)	3.9	1.3	6.0	8.1	-1.1	88.3	3.4	0.5	1.5
COc1ccc(CNC(=O)c2cc(-c3cc(C)cc(C)c3O)n[nH]2)cc1	-5.3	8.5	2.4	-0.9	9.1	79.0	-0.9	0.0	-2.1
N=C1/C(=C/c2ccc(OC(=O)c3ccco3)cc2)C(=O)N=C2SC=CN12	-0.9	2.9	7.5	0.1	-1.6	91.3	-4.8	0.0	-2.6
Cc1ccc(N(C)S(=O)(=O)c2cccc(C(=O)OCC(=O)N3CCCC(C)C3)c2)cc1 (stereo not given)	-4.0	·	-5.1	-3.5	·	90.1	-15.4	-0.5	·
NC(=O)N/N=C\c1cccs1	-0.5	-6.2	0.0	0.2	-2.0	100.3	7.4	0.5	-1.2
CC(=O)Nc1ccc(Nc2cc(-c3ccccc3)nc3ncnn23)cc1	-2.5	-12.5	-2.3	-1.6	-4.3	93.7	-4.6	0.0	-1.7
Cc1ccc(NC(=O)Cn2nnc(C(=O)NCc3ccccc3)c2N)cc1C	2.2	9.8	-14.9	8.1	-2.7	96.4	9.3	-0.1	-0.1
O=C(Nc1ccc(N2CCOCC2)cc1)c1nc2ccccc2s1	-2.5	-10.6	-1.7	2.6	0.6	109.9	0.3	0.2	0.0
Cc1ccc(C)c(N2CCN(S(=O)(=O)c3ccc4c(c3)C(C)(C)C(=O)N4C)CC2)c1	0.3	-1.8	9.6	1.4	-5.0	107.3	4.9	0.0	1.7
O=C(/C=C/c1cccs1)c1ccc(NC(=O)c2cccc(Br)c2)cc1	-3.4	1.1	9.6	-1.9	-9.1	126.9	-12.2	0.4	1.9
Cc1ccc2nc(-c3ccc(NC(=O)CN4C(=O)c5ccccc5C4=O)cc3)sc2c1	5.1	19.8	10.9	5.0	-21.0	102.2	2.2	-1.4	0.6
CC(C)NC(=O)COC(=O)c1ccc(Oc2ccccc2)cc1	-4.1	-0.8	8.7	5.4	-1.6	110.7	8.0	0.1	-0.5
O=C(CSc1nc2c(c(=O)n1-c1ccccc1)SCC2)N1CCN(c2ccccc2)CC1	6.5	-2.3	6.0	5.1	3.6	104.4	5.7	-0.1	2.6
COc1ccc(Cl)cc1NC(=O)NC1CCCCC1	14.0	-5.0	-22.7	-2.0	4.5	106.5	-3.9	-0.4	0.4
CCCNC(=O)CSc1nc2[nH]ncc2c(=O)[nH]1	0.1	-4.6	-4.4	4.6	-0.1	134.7	13.4	0.3	-0.5
O=C(NN=C1c2ccccc2-c2ccccc21)c1cccc(Br)c1	3.8	1.7	-2.8	-0.8	-4.7	103.2	-1.3	0.1	-0.1
CC1CN(c2ccnc3cc(Cl)ccc23)CC(C)O1 (stereo not given)	-0.4	2.3	9.6	4.6	3.1	87.9	-1.6	0.0	-1.5
CCOC(=O)N1CCN(C(=O)c2n[nH]c(=O)c3ccccc23)CC1	5.6	-8.9	-18.9	-0.1	0.5	103.6	-2.9	-0.2	-1.1
Cc1ccc(S(=O)(=O)N2CC(O)CC2C(=O)OCc2nc3sc(C)c(C)c3c(=O)[nH]2)cc1 (stereo not given)	-0.9	0.5	-7.0	9.0	0.2	94.2	-16.1	0.1	3.0
CC1CCN(S(=O)(=O)c2cccc(-c3csc(-c4cccnc4)n3)c2)CC1	-3.9	-14.0	1.4	2.9	-10.5	126.6	1.0	0.0	-7.3
Cc1cccc(-n2ccc(=O)c(C(=O)Nc3ccc(S(=O)(=O)N4CCOCC4)cc3)n2)c1	0.6	-6.5	-1.0	6.5	-1.9	90.3	-4.4	0.0	·
COC(=O)C1=C(C)NC(=S)NC1c1ccc(-c2cccc(Cl)c2)o1 (stereo not given)	-0.1	6.7	-15.5	2.7	-1.1	99.5	-3.3	0.1	2.9
Cn1cccc1/C=N/NC(=O)c1cccs1	2.2	4.0	-0.1	4.6	3.2	88.0	2.7	-0.3	0.6
CCOC(=O)/C(=C\c1c[nH]c2ccccc12)NC(C)=O	-2.7	6.9	3.8	4.4	4.3	100.5	2.7	0.0	-0.6
CCOC(=O)c1[nH]cnc1C(=O)Nc1cccc(N)n1	5.0	4.7	-5.4	3.5	3.0	105.4	3.7	-0.1	-0.1
CC1CC(=O)C2=C(C1)OC(N)=C(C#N)C2c1coc2ccccc2c1=O (stereo not given)	18.9	-20.5	18.0	16.0	-1.7	93.7	15.1	0.1	-2.2

Assay outcomes as filed in PubChem BioAssay.
